Screening data as filed in PubChem.
BoNT-A LC inh2: BoNT/A light chain protease inhibitors, primary screen, biochemical, flow cytometry, MLPCN library; inhibition, % at 10 µM; Botulinum neurotoxin type A light chain protease (Clostridium botulinum A str. ATCC 3502); 360,000 tested, 0.17% active; AID 588499, 2011; multiplex microsphere protease substrate cleavage; also: plate controls were buffer without enzyme for full effect and enzyme alone for no effect
Mtb FBA inh: Mtb FBA enzyme inhibitors, primary screen, biochemical, fluorescence, strain H37Rv; inhibition, % at 1 µM; Fructose-bisphosphate aldolase (Mycobacterium tuberculosis (strain ATCC 25618 / H37Rv)), …; 360,000 tested, 2.3% active; purified M. tuberculosis FBA, fluorescence read-out; AID 588726, 2011; in the data active = inhibition above about 27%;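 also: 0% = vehicle and 100% = reference inhibitor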
GDH-TPI inh: GDH-TPI coupling enzyme inhibitors, primary screen, artefact control for M. tuberculosis FBA inhibitor project, biochemical, absorbance, full deck; GDH-TPI coupled enzyme counterscreen, NADH absorbance; 360,000 tested, 1.2% active; inhibition, % at 4.8 µM; in the data active = inhibition above about 30%;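 also: 0% = DMSO wells and 100% = wells lacking the enzyme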
PfHsp40 yeast: rescue of yeast from PfHsp40 toxicity, primary screen, S. cerevisiae, ATP luminescence | 340,000 tested, 0.68% active | growth rescue, % at 12.5 µM | S. cerevisiae expressing PfHsp40, growth rescue; in the data active = growth rescue above about 28%, passing the limit was not always enough; inconclusive = no clear call, values can overlap the other calls;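 also: yeast W303a lacking pdr1 and pdr3 grown in galactose medium; growth measured after three days at 30 °C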
Anthrax LF prot: Bacillus anthracis LF protease inhibitors, primary screen, biochemical, multiplex microsphere, MLPCN library; Lethal factor (Bacillus anthracis), P15917; multiplex microsphere protease cleavage assay; inhibition, % at 10 µM; 360,000 tested, 0.12% active; also: plate controls were buffer without enzyme for full effect and enzyme alone for no effect
Target sequence (P15917 whole entry, looked up): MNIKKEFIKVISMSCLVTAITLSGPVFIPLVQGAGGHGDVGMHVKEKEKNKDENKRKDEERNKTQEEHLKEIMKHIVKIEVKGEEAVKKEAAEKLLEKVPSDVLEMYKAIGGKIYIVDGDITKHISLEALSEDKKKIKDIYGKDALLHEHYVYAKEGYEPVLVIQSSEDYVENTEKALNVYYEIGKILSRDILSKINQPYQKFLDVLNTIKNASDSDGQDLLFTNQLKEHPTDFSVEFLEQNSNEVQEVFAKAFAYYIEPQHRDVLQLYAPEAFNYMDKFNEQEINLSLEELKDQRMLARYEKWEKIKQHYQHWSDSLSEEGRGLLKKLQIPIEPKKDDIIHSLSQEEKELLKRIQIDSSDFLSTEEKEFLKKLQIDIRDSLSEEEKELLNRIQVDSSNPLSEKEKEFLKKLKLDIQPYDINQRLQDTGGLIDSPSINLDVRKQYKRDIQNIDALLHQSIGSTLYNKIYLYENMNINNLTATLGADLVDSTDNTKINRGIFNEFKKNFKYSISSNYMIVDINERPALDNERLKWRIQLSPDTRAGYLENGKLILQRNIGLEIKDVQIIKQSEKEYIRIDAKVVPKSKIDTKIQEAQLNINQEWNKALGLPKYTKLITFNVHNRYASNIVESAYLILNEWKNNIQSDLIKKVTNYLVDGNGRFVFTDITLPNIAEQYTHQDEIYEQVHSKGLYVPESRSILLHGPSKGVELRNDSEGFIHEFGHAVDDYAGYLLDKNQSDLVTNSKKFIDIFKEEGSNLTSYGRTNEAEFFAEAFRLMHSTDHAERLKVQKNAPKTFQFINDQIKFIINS
FadD28 FP inh: inhibitors of FadD28 bisubstrate probe binding, primary screen, biochemical, fluorescence polarization, single point | Mycobacterium tuberculosis FadD28 fatty-acid-AMP ligase | inhibition, % at 12.5 µM | 360,000 tested, 0.22% active | AID 588549, 2011; in the data active = inhibition above about 8.5%, passing the limit was not always enough; inconclusive = no clear call, values can overlap the other calls
BoNT F protease: BoNT/F light chain protease inhibitors, primary screen, biochemical, flow cytometry, MLPCN library | 360,000 tested, 0.22% active | inhibition, % at 10 µM | AID 588497, 2011 | Multiplex microsphere protease cleavage assay; in the data active = inhibition above about 35%, passing the limit was not always enough; inconclusive = no clear call, values can overlap the other calls; also: plate controls were buffer without enzyme for full effect and enzyme alone for no effect
UGM FP inh: M. tuberculosis UGM enzyme inhibitors, primary screen, biochemical, fluorescence polarization, single point. inhibition, % at 10 µM. UDP-galactopyranose mutase (Mycobacterium tuberculosis (strain ATCC 25618 / H37Rv)), …. purified UGM, fluorescence polarization probe displacement. AID 504406, 2011. 320,000 tested, 0.06% active; in the data active = inhibition above about 10%, passing the limit was not always enough; inconclusive = no clear call, values can overlap the other calls
BioA inh: M. tuberculosis BioA enzyme inhibitors, primary screen, biochemical, plate reader, single point, HTS | 7,8-diaminopelargonic acid synthase BioA (Mycobacterium tuberculosis) | purified M. tuberculosis BioA enzyme | inhibition, % at 9.99 µM | 360,000 tested, 0.096% active | AID 602481, 2012; in the data active = inhibition above about 40%; inconclusive = no clear call, values can overlap the other calls
Starred values were filed as active, the others as inactive; ? = inconclusive; · = no result given. Rule as the data show it, unless noted: active = inhibition above about 30%; inconclusive = no clear call, values can overlap the other calls; inactive = below that.

SMILES | BoNT-A LC inh2 | Mtb FBA inh | GDH-TPI inh | PfHsp40 yeast | Anthrax LF prot | FadD28 FP inh | BoNT F protease | UGM FP inh | BioA inh
OCCN1CCN(c2ncnc3sc(-c4ccccc4)cc23)CC1 | 0.1 | -3 | 9 | 0.2 | -8 | -3.3 | 0 | 6.3 | 5.4
COc1ccccc1CN1C(=O)[C@@H]2C(CCC(N)=O)NC3(C(=O)Nc4c3ccc(Cl)c4C)[C@@H]2C1=O (some centres not stated) | -2.2 | 2 | 0 | -0.6 | -11 | 0.1 | -9 | -1.2 | ·
COc1cc(NC(=O)C/C(C)=N/NC(=O)c2cccc(O)c2)c(OC)cc1Cl | -1.0 | -2 | 11 | 13 | -1 | -0.4 | -11 | -1.2 | ·
CC(=O)c1cccc(N2C(=O)C3C4CCC(C4=C(C)C)C3C2=O)c1 (configuration not stated) | -0.3 | -2 | 10 | -3.1 | 0 | -1.3 | -1 | 2.6 | ·
Cc1cccc(NC(=O)COC(=O)c2nn(-c3ccccc3C(F)(F)F)cc2O)c1C | -0.6 | -2 | 6 | · | 4 | -2.7 | -5 | · | -1.3
Cc1cc(CNCCN(C)C)c(C)n1-c1cc(S(=O)(=O)N2CCOCC2)ccc1N1CCCC1 | -5.6 | 2 | 3 | 0.3 | -5 | -2.2 | -26 | · | 0.4
Cc1ccc(/C=N/c2sc3c(c2C#N)CCC3)s1 | 0.4 | 6 | 5 | 43* | 1 | 0.9 | 2 | -1.2 | 0.4
O=C(NCC1CCCO1)C(=O)NCC(c1ccco1)N1CCN(c2ccccc2)CC1 (configuration not stated) | 1.6 | 0 | 0 | -0.2 | 2 | 0.0 | 7 | 0.2 | 0.7
COc1ccc(CC(=O)OCc2cc3cccc(C)c3[nH]c2=O)cc1 | 0.1 | 3 | 7 | -1.6 | -3 | -4.4 | 11 | 4.9 | -0.3
O=C(CSc1ccc2ccccc2c1Br)Nc1cccc(S(=O)(=O)NC2=NCCCCC2)c1 | 0.3 | 1 | -2 | 0.5 | -1 | 1.3 | 1 | 1.8 | ·
CC(=O)Nc1ccc(O)c(-c2nc3ccccc3s2)c1 | 0.2 | 10 | 6 | -0.5 | -2 | 0.3 | -2 | 0.9 | ·
CC1CCCN(C(=O)c2cccc(S(=O)(=O)NCc3ccccc3)c2)C1 (configuration not stated) | -0.1 | 1 | 5 | · | 0 | 0.0 | 0 | · | -0.2
CCOC(=O)c1ccc(NC(=S)Nc2ccc(Br)cc2N)cc1 | 0.1 | -1 | 8 | -1.0 | 1 | -0.6 | -7 | -2.2 | -0.3
CN(c1cccc(NS(=O)(=O)c2ccccc2)c1)S(C)(=O)=O | -0.3 | 1 | -3 | -1.4 | -6 | -1.5 | 2 | 4.5 | ·
Cc1ccc(-c2csc(SCC(=O)Nc3cc(C)on3)n2)cc1 | ? | -2 | 12 | 0.6 | -2 | -1.2 | 13 | 0.2 | 1.1
O=C(Nc1ccccc1)c1ccc(-c2ccccc2Cl)o1 | -0.2 | 2 | 25 | -0.1 | -4 | -2.8 | 1 | 3.4 | 0.4
COC(CNC(=O)c1ccc2c(c1)ncn2-c1cccc(C)c1)OC | -2.8 | 3 | 6 | 0.1 | -1 | 2.8 | -12 | 3.2 | 0.2
O=C(COC(=O)Cc1ccc(F)cc1)NCCc1ccccc1 | -3.2 | 2 | 2 | -0.9 | -2 | -0.4 | -3 | -1.0 | ·
CCSc1cc(N2CCOCC2)nc(-c2ccc(Cl)cc2)n1 | -0.3 | 0 | -4 | -0.6 | -3 | -2.6 | -4 | 0.1 | -2.2
CCOC(=O)c1c(/N=C/C2=C(O)CC(C)(C)CC2=O)sc2c1CCCC2 | -0.3 | 2 | 0 | · | -3 | -3.1 | -7 | 3.0 | -0.6

Single values from above:
`Cc1ccc(/C=N/c2sc3c(c2C#N)CCC3)s1` in PfHsp40 yeast → 43*
`O=C(CSc1ccc2ccccc2c1Br)Nc1cccc(S(=O)(=O)NC2=NCCCCC2)c1` in Anthrax LF prot → -1
`O=C(COC(=O)Cc1ccc(F)cc1)NCCc1ccccc1` in FadD28 FP inh → -0.4
`COc1ccc(CC(=O)OCc2cc3cccc(C)c3[nH]c2=O)cc1` in FadD28 FP inh → -4.4
`CCSc1cc(N2CCOCC2)nc(-c2ccc(Cl)cc2)n1` in GDH-TPI inh → -4
`COC(CNC(=O)c1ccc2c(c1)ncn2-c1cccc(C)c1)OC` in BoNT-A LC inh2 → -2.8

New compounds follow.
SMILES | BoNT-A LC inh2 | Mtb FBA inh | GDH-TPI inh | PfHsp40 yeast | Anthrax LF prot | FadD28 FP inh | BoNT F protease | UGM FP inh | BioA inh
CC(C)(C)c1ccc(C(=O)Nc2ccc(NC(=O)c3ccco3)cc2)cc1 | 0.0 | -3 | 3 | -0.6 | 2 | -0.1 | 2 | 0.1 | -2.6
C[C@@H]1CCC[C@H](C)N1NC(=O)c1ccc(Cl)c(S(N)(=O)=O)c1 | -0.6 | -1 | 0 | -1.7 | -1 | -3.1 | -8 | -2.0 | 0.8
COc1ccc2sc(N(CCCN(C)C)C(=O)c3ccc(S(=O)(=O)N4CCCC4)cc3)nc2c1 | 1.4 | 5 | 12 | -0.5 | 11 | -1.5 | 4 | 4.7 | 1.5
CN(C)S(=O)(=O)c1cccc(NC(=S)N/N=C/C2CC=CCC2)c1 (configuration not stated) | 0.0 | 0 | -8 | 2.3 | 3 | -3.6 | -4 | -1.2 | ·
COC(=O)c1c(NC(=O)c2ccc(OC(C)C)cc2)sc2c1CC(C)(C)NC2(C)C | -0.4 | 5 | 15 | -0.6 | 7 | -1.2 | 3 | -0.1 | -3.8
Cc1ccc(S(=O)(=O)N2CCCCC2)cc1C(=O)NCCCN1CCOCC1 | 0.0 | 2 | 2 | 1.7 | -5 | -1.3 | 8 | 4.9 | -2.9
CCCCN(C)C(=O)c1sc(=O)n(CC(=O)c2ccccc2OC)c1C | 0.5 | 8 | 11 | · | 1 | -1.4 | 2 | · | 2.6
O=C(/C=C/c1ccc(O)c([N+](=O)[O-])c1)c1ccc2ccccc2c1 | 1.0 | -10 | 13 | -1.3 | 3 | 4.2 | 4 | 1.6 | 1.2
CCOC(=O)C1=C(c2cccc(F)c2)NC(=S)NC1C (configuration not stated) | 0.0 | 2 | 11 | -1.2 | 0 | -1.2 | 9 | 0.5 | -1.7
O=C(NCC1COc2ccccc2O1)c1cccc(S(=O)(=O)N2CCN(c3ccccc3)CC2)c1 (configuration not stated) | · | -4 | -1 | -2.0 | · | -2.9 | · | · | -0.9
O=C(CCc1nnc2ccc(NCc3ccco3)nn12)N1CCN(c2ccccc2)CC1 | 1.6 | 2 | 4 | -0.3 | -1 | -2.2 | 0 | -2.6 | 1.2
Cc1ccc(C2=NN(C(=O)CSc3nc(N)cc(N)n3)C(c3ccco3)C2)cc1 (configuration not stated) | 0.1 | 1 | 1 | 0.4 | -3 | 0.1 | -2 | -0.5 | 0.5
CCN(Cc1ccc(OC)c(F)c1)C(=O)c1oc2ccccc2c1COC | 1.7 | 1 | 8 | 0.3 | -4 | -1.2 | -28 | -0.3 | 1.8
CC(=O)NC(c1ccccc1)c1nc(-c2cccc(F)c2)cs1 (configuration not stated) | -2.0 | -4 | -4 | · | -6 | -3.9 | -23 | · | 2.0
O=C(NC1CCCC1)C1CCN(C(=O)c2cc(Cl)ccc2Cl)CC1 | -1.0 | -2 | 5 | -0.3 | -3 | -2.0 | -5 | 1.8 | 0.9
Cc1ccc(NC(=O)Cn2c(=O)oc3cc(S(=O)(=O)N4CCC(C)CC4)ccc32)cc1C | -0.6 | 4 | 3 | 1.4 | -2 | 2.3 | 1 | 0.2 | 1.2
CCOC(=O)c1ccc2nc(NC(=O)c3cccs3)sc2c1 | -0.8 | 25 | 38* | -0.2 | -4 | -0.7 | -8 | 0.3 | -0.5
Cn1c(-c2c(N)n(-c3ccccc3)c3nc4ccccc4nc23)nc2ccccc21 | 5.0 | 14 | 24 | 2.8 | 1 | -1.7 | 8 | -0.7 | -2.2
NS(=O)(=O)c1ccc(NC(=O)CN2CCc3ccccc32)cc1 | · | 0 | 8 | 8.4 | · | -3.2 | · | -1.0 | 0.4
CCc1cccc(CC)c1NC(=S)Nc1cccc(Cl)c1Cl | -0.4 | 0 | 7 | 3.6 | -11 | -2.4 | -2 | -2.4 | ·

Only Mtb FBA inh and BoNT-A LC inh2, for some of the entries so far:
| SMILES | Mtb FBA inh | BoNT-A LC inh2 |
| --- | --- | --- |
| Cn1c(-c2c(N)n(-c3ccccc3)c3nc4ccccc4nc23)nc2ccccc21 | 14 | 5.0 |
| NS(=O)(=O)c1ccc(NC(=O)CN2CCc3ccccc32)cc1 | 0 | · |

(cont.)
SMILES | BoNT-A LC inh2 | Mtb FBA inh | GDH-TPI inh | PfHsp40 yeast | Anthrax LF prot | FadD28 FP inh | BoNT F protease | UGM FP inh | BioA inh
Cc1cccc(C)c1NC(=O)CN1C(=O)S/C(=C\c2cccn2C)C1=O | 0.9 | 1 | 7 | 0.4 | 0 | 1.5 | -2 | -0.5 | -1.4
O=C(OCC(=O)N1CCN(C(=O)c2ccco2)CC1)c1cc(-c2cccc(Br)c2)nc2ccccc12 | -1.1 | 3 | 4 | -0.6 | -3 | -4.6 | -6 | -0.9 | -1.0
O=C(Nc1cccc(F)c1)C1C2C=CC3(CN(CCCN4CCOCC4)C(=O)C13)O2 (configuration not stated) | 0.6 | 1 | 2 | 2.6 | 3 | -0.8 | 2 | 1.5 | -0.6
CCCCCc1cc(=O)oc2c(C(CCN(CC)CC)c3ccc(N(C)C)cc3)c(OC)cc(OC)c12 (configuration not stated) | -1.3 | 4 | 11 | 0.1 | -8 | -2.1 | -17 | 3.6 | 0.0
C/C(=N\NC(=O)CN(c1ccc(C)cc1)S(C)(=O)=O)c1cccs1 | -1.0 | -1 | -1 | 0.8 | 1 | -2.5 | 2 | -0.5 | ·
Cc1nc(N/N=C/c2ccc(Br)cc2)cc(N2CCOCC2)n1 | -3.6 | -4 | 16 | -2.6 | -3 | -4.1 | -10 | -3.0 | -1.3
CC(=O)Nc1cccc(NC(C)=O)n1 | -1.1 | 5 | 8 | 0.0 | -1 | -2.8 | -9 | 6.5 | -0.4
COc1ccc(NC(=O)C2CCCNC2)cc1OCC(C)C (configuration not stated) | -0.2 | 0 | 2 | -0.2 | -4 | -3.6 | 6 | 1.3 | -0.5
CC(=O)N(C)c1ccc(NC(=O)c2cnn(C)c2)cc1 | -1.4 | 3 | 10 | 0.3 | -3 | 0.8 | -6 | -0.8 | 6.5
COc1ccc(CNC(=O)CN2C(=O)C(c3ccccc3)Oc3cccnc32)cc1 (configuration not stated) | -0.1 | 7 | 0 | 1.0 | -5 | -0.8 | -2 | -2.0 | -1.0
Cc1cc(N2CCOCC2)nc2ccc(NC(=O)C3CCCCC3)cc12 | 0.1 | 13 | 2 | · | 0 | -3.5 | 3 | · | 1.6
CC(C)NC(=O)CN1C(=O)CSc2ccc(S(=O)(=O)N3CCCC3)cc21 | 0.1 | 1 | 0 | -1.0 | 0 | 0.8 | -4 | -1.6 | 0.5
O=C(C(Cc1ccccc1)N1C(=O)C2C3CCC(C3)C2C1=O)N1CCCCC1 (configuration not stated) | -0.6 | -2 | 5 | -0.2 | -8 | -0.4 | 1 | 1.1 | -0.2
O=C(CN1CCN(c2cccc(Cl)c2)CC1)Nc1ccc([N+](=O)[O-])cc1C(=O)Nc1ccccc1F | -0.1 | 5 | 1 | 0.9 | -2 | -5.3 | -3 | -0.6 | ·

Random draw from the library. Share with any hit: about 4.7%.
